RXFP1 antag: antagonists of human relaxin receptor RXFP1; HEK293-RXFP1, relaxin-stimulated cAMP HTRF, 30 min; active compounds read low; Q9HBX9; 350,000 compounds, 0.59% hits; AID 1259400; activity change, negative = inhibition, % at 57.5 µM;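 active means activity change of -60% or lower, but not beyond a set lower limit; inconclusive means change between -60% and -40%, or beyond the set limit; inactive means change above -40%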; further: on the % scale 0 is the no-effect control and ±100 the full control effect
POLH inh: blocks human DNA polymerase eta activity; Potency, µM (doses to about 114 µM), inactives show top-dose activity change, negative = inhibition, actives largely listed as inhibitors; recombinant Pol eta, fluorescent DNA replication assay; Q9Y253; 390,000 compounds, 1.2% hits; further: potency means the concentration at half of the fitted maximal effect; on the % scale 0 is the no-effect control and ±100 the full control effect
Target sequence (Q9Y253 whole entry, looked up): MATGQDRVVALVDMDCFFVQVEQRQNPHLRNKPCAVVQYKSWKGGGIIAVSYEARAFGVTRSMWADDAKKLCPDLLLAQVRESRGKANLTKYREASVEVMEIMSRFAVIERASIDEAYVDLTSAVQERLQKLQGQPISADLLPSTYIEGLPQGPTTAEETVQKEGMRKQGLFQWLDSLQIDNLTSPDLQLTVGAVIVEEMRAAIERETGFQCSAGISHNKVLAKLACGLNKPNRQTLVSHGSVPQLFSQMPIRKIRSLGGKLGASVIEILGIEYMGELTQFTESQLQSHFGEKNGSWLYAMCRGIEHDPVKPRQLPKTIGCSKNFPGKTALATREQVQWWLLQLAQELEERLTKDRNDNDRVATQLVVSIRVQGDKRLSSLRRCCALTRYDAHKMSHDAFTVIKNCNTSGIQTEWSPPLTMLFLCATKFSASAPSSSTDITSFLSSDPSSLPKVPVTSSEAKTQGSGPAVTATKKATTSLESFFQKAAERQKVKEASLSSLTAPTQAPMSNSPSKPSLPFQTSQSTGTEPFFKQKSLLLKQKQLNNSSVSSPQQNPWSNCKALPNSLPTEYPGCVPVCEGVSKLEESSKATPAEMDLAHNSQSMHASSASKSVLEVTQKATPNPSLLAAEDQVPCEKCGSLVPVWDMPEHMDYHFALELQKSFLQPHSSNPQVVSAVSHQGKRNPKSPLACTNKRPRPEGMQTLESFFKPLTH
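Pol eta (10 nM) was preincubated with compounds for 15 min at room temperature, after which fluorescent replication substrate (50 nM final) was added to start the reaction. Fluorescence was read kinetically at 0 and 10 min.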
APEX1 inh: inhibitors of human APE1 endonuclease; P27695; recombinant APE1, TAMRA/BHQ-2 abasic DNA cleavage fluorescence; Potency, µM (doses to about 65.8 µM), for inactives: top-dose activity change, negative = inhibition, most hits filed as inhibitors; 350,000 compounds, 0.35% hits;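 further: potency means the concentration at half of the fitted maximal effect; plate controls were vehicle for no effect and reference inhibitor for full effect; nearly all actives have a fitted effect of over 55% in size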
Target sequence (P27695 whole entry, looked up): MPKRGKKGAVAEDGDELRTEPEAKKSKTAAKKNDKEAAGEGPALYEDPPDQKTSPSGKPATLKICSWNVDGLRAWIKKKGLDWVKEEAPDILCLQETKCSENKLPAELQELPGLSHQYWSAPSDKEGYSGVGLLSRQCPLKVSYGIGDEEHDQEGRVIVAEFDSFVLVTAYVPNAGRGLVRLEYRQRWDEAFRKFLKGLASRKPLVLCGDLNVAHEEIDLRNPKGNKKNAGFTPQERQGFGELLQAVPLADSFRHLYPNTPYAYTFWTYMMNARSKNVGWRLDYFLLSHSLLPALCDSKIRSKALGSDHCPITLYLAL
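Step 1: APE1 (0.75 nM) with compound, 15 min RT. Step 2: add 50 nM fluorophore/quencher THF duplex. Step 3: three fluorescence reads 60 s apart (525/598 nm); read 3 minus read 1 = reaction progress.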
BLM helicase inh: inhibitors of human Bloom syndrome helicase BLM; Potency, µM (top dose mostly 56.1 µM), for inactives: at the top dose activity change, negative = inhibition, hits mostly inhibitors; recombinant BLM DNA unwinding, fluorescence dequenching; P54132; 350,000 compounds, 0.2% hits; AID 2528;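 further: potency means the concentration at half of the fitted maximal effect; plate controls were vehicle for no effect and no enzyme for full effect; nearly all actives have a fitted effect of over 35% in size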
Apoferritin bind: candidate novel general anesthetic via apoferritin binding; P02791; apoferritin/1-aminoanthracene competitive binding, fluorescence; Potency, µM (doses to about 77.5 µM), for the others: at the top dose activity change, negative = displacement, actives largely listed as inhibitors; 350,000 compounds, 0.074% hits; AID 485281; further: potency means the concentration at half of the fitted maximal effect; on the % scale 0 is the no-effect control and ±100 the full control effect; nearly all actives have a fitted effect of over 20% in size
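Read-out: endpoint 1-AMA fluorescence, excitation 380 nm and emission 535 nm, after compounds sit 10 min at room temperature with 10 uM horse-spleen apoferritin in 50% saturated 1-AMA/PBS. Values come from four-parameter Hill fits.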
Tb PGK inh: inhibitors of T. brucei phosphoglycerate kinase; P07378; PGK/GAPDH coupled, Kinase-Glo luminescence, 60 min; 380,000 compounds, 0.043% hits; Potency, µM (series often up to 57.5 µM), for inactives: at the highest dose activity change, negative = inhibition, actives largely listed as inhibitors; further: potency means the concentration at half of the fitted maximal effect; on the % scale 0 is the no-effect control and ±100 the full control effect; nearly all actives have a fitted effect of over 60% in size
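Luminescent ATP detection (Kinase-Glo Plus) follows a 60-minute room-temperature incubation, with wells lacking PGK as controls. Buffer: 100 mM TEA (pH 7.6), 5 mM MgCl2, 0.01% Tween-20. Coupling enzyme GAPDH (100 nM final) supplies unstable 1,3-BPG in-well.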
Pol kappa inh: inhibitors of human DNA polymerase kappa; purified Pol kappa, fluorescent DNA synthesis assay, 10 min; Potency, µM (highest dose often 107 µM), for the others: at the top dose activity, negative = inhibition, hits mostly inhibitors; AID 588579; 400,000 compounds, 0.53% hits; Q9UBT6; further: potency means the concentration at half of the fitted maximal effect; on the % scale 0 is the no-effect control and ±100 the full control effect
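50 nM final substrate added after 15 min RT preincubation of 10 nM Pol kappa with compound; fluorescence read at 0 and 10 min.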
POLI inh: inhibitors of human DNA polymerase iota; 390,000 compounds, 1% hits; Q9UNA4; Pol iota fluorescent replication assay, 10 min; Potency, µM (highest dose often 115 µM), without a hit: top-dose activity, negative = inhibition, most hits filed as inhibitors; further: potency means the concentration at half of the fitted maximal effect
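Pol iota at 10 nM preincubated 15 min with compounds at room temperature; reaction started with fluorescent substrate, 50 nM final. Fluorescence read kinetically at 0 and 10 min; buffer-only wells as negative control.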
Pol beta inh: DNA polymerase beta (human) inhibition; 340,000 compounds, 1.3% hits; Pol beta primer extension/strand displacement, fluorescence kinetic; AID 485314; Potency, µM (top dose mostly 114 µM), for the others: at the highest dose activity change, negative = inhibition, hits mostly inhibitors; further: potency means the concentration at half of the fitted maximal effect; on the % scale 0 is the no-effect control and ±100 the full control effect
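Kinetic readout of DNA synthesis with strand displacement by Pol beta. Compound and 10 nM enzyme sit 15 min at room temperature; 50 nM substrate starts the reaction, read immediately and at 10 min.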
* hit, by the source's call; i = inactive; ? = inconclusive; . = not tested or not shown; & = joins results of further samples; [ ] = dose if it differs, or a comment. Unless noted, the call rests on the fitted dose curve; in most records, active means well fitted curve in the direction sought with a large enough effect; inconclusive means small, poorly fitted or top-dose-only effect, or another doubt; inactive means no such curve, though single readings can be large; an effect the other way counts as inactive or inconclusive.

SMILES | RXFP1 antag | POLH inh | APEX1 inh | BLM helicase inh | Apoferritin bind | Tb PGK inh | Pol kappa inh | POLI inh | Pol beta inh
O=C(NCc1ccc(Cl)cc1)C1CCCN(S(=O)(=O)c2cnc[nH]2)C1 (stereo not given) | . | -4% | 2% | 1% | -3% | i | 15% | -1% | 26%
C[C@@H]([C@@H](O)c1ccccc1)N(C)C(=O)C(N)Cc1ccccc1 (stereo not given in full) | . | -11% | 4% | 0% | -8% | i | 12% | 23% | 27%
O=C(OCc1cccc([N+](=O)[O-])c1)c1cnccn1 | 0 | -3% | 0% | 0% | -12% | -2% | -8% | 21% | 84%
Cc1ncoc1C(=O)N1CCc2c([nH]c3ccccc23)C1C(C)(C)C (stereo not given) | -2 | -6% | 6% | -3% | -8% | 0% | -9% | 15% | 5%
CCS(=O)(=O)c1ncc(Cl)c(C(=O)N2CCN(c3ccc(OC)cc3)CC2)n1 | ? | . | . | -5% | 2% | . | 5% | 2% | -2%
Cc1nc(N2CCN(C(=O)CCC(=O)O)CC2)c2c(C)c(C)sc2n1 | -22 | -6% | -4% | -2% | -5% | 7% | -5% | 21% | 30%
Cc1cccc(NC(=O)CNC(=O)c2cccc(S(=O)(=O)NCc3cccs3)c2)c1C | -2 | -3% | -43% | . | . | -13% | -1% | ? | .
CCN(CC)N=Nc1ccc(S(=O)(=O)N2CCSC2C(=O)O)cc1 (stereo not given) | -15 | -10% | -3% | -3% | -3% | i | -4% | 33%[activator] | -8%
O=C(Nc1ccnc(-c2cccnc2)n1)c1cccc(Cl)c1Cl | 15 | -11% | 0% | 0% | -8% | -7% | -14% | -11% | 19%
CCc1nnc(NC(=O)CSc2nnc(COc3ccccc3)n2-c2ccc(C)cc2)s1 | 7 | 5% | 0% | -2% | -13% | -3% | -11% | 9% | 24%
NNC(=O)/C(=C/c1cccs1)NC(=O)c1ccccc1Cl | -12 | -4% | -5% | -2% | ? | i | -11% | 151%[activator] | 1%
CCOc1ccccc1NC(=O)c1sc(-n2nc(C)c(CCC(C)C)c2C)nc1C | -4 | -16% | . | 0% | 2% | 9% | -21% | 21% | 9%
O=C(NN=C1CCCCCC1)c1cc(-c2ccccc2)nc2ccccc12 | 9 | -4% | -3% | -3% | -16% | 0% | -18% | 4% | 9%
O=[N+]([O-])c1ccc(CN2CCN(c3ccc4ccccc4n3)CC2)cc1 | -24 | -11% | -3% | -1% | -15% | 8% | 0% | -12% | 7%
CC(C)CNC(=O)COC(=O)c1cncc(Br)c1 | -3 | -14% | -3% | -3% | -6% | -5% | 3% | 26% | 21%

Entries of single compounds, looked up by structure. Values in the order: RXFP1 antag	POLH inh	APEX1 inh	BLM helicase inh	Apoferritin bind	Tb PGK inh	Pol kappa inh	POLI inh	Pol beta inh
CCN(CC)N=Nc1ccc(S(=O)(=O)N2CCSC2C(=O)O)cc1 (stereo not given) is listed with -15	-10%	-3%	-3%	-3%	i	-4%	33%[activator]	-8%
C[C@@H]([C@@H](O)c1ccccc1)N(C)C(=O)C(N)Cc1ccccc1 (stereo not given in full) is listed with .	-11%	4%	0%	-8%	i	12%	23%	27%
O=C(NN=C1CCCCCC1)c1cc(-c2ccccc2)nc2ccccc12 is listed with 9	-4%	-3%	-3%	-16%	0%	-18%	4%	9%
CCc1nnc(NC(=O)CSc2nnc(COc3ccccc3)n2-c2ccc(C)cc2)s1 is listed with 7	5%	0%	-2%	-13%	-3%	-11%	9%	24%

(list continues)
SMILES | RXFP1 antag | POLH inh | APEX1 inh | BLM helicase inh | Apoferritin bind | Tb PGK inh | Pol kappa inh | POLI inh | Pol beta inh
CCCCCN1CN(S(=O)(=O)c2cccs2)c2nc3ccccc3nc21 | -8 | -18% | 0% | -1% | -3% | -2% | 3% | -11% | -2%
CCCCc1nc2sc3c(=O)n(N)cnc3c2c2c1CCC2 | -3 | -6% | 0% | -1% | -8% | -2% | 7%[60.1 µM] | 18% | -7%
O=C(CC(=O)N/N=C/c1cccs1)NCc1ccccc1 | 5 | -21% | 2% | 2% | ? | -9% | -8% | 28% | 0%
Cc1ccnn1CCC(=O)O | -1 | 14% | -3% | 0% | -5% | i | 11% | -2% | -16%
O=[N+]([O-])c1ccc(Nc2cccc(F)c2)nc1 | 2 | -9% | ? | -2% | ? | 3% | -9% | 3% | 8%
Cc1cc(C)cc(OC(C)C(=O)Nc2ccc(S(=O)(=O)Nc3cc(C)nc(C)n3)cc2)c1 (stereo not given) | -9 | 2% | 10% | 0% | -3% | -7% | -11% | 15% | 4%
Cc1cccn2c(=O)c3cc(C#N)c(=NC(=O)c4cccnc4)n(CC4CCCO4)c3nc12 (stereo not given) | . | -21% | . | . | . | 0% | -5% | 16% | .
CCCOc1cccc(C(=O)Nc2ccc(CN3CCOCC3)cc2)c1 | -6 | -12% | -2% | -5% | -16% | -2% | 19% | 15% | 32%
COC(=O)c1ccc(CO/N=C/c2ccc(OC)cc2OC)cc1 | 6 | -24% | -11% | -8% | -2% | . | 2% | -2% | 7%
O=C1CC(c2ccc(F)cc2)CC2=C1C(c1ccc([N+](=O)[O-])o1)Nc1ccccc1N2 (stereo not given) | ? | -9% | -6% | -8% | -6% | 3% | -9% | -14% | 30%
O=C(c1cccc(NS(=O)(=O)c2ccc(F)cc2)c1)N1CCN(c2ccccc2)CC1 | ? | -11% | -4% | . | . | -8% | 5% | ? | .
CC(=O)C[C@H](O)CC(=O)[C@H]1OC(=O)[C@H](C)C/C=C\Cc2ccccc21 | . | ? | 56%[activator] | . | . | 8% | -10% | -14% | .
CCn1nccc1C(=O)Nc1cc(Cl)cc(Cl)c1 | -3 | -16% | 0% | -5% | -3% | -5% | -21% | 4% | -20%
CCn1c(=O)cc(OCC(=O)NC2CC2)c2ccccc21 | -12 | -11% | -10% | -3% | 37%[activator] | -7% | 12% | 0% | 17%
Cc1ccc(S(=O)(=O)NCCC(=O)NC2CCN(Cc3ccccc3)CC2)cc1 | 14 | 2% | 33% | . | . | -1% | -16% | 23% | .
CCN(CC)c1nc(N)n(CCSC(=S)N(C)C)c(=O)n1 | -3 | -10% | -2% | -10% | 40%[activator] | -4% | 12% | -21% | -3%
O=C1c2ccccc2C(O)(Cc2ccccc2)N1C1CCCCC1 (stereo not given) | -5 | -11% | 4% | -5% | ? | -3% | 3% | 15% | 21%
CC(=O)N1c2ccc(S(=O)(=O)N3CCCCC3)cc2CC1C (stereo not given) | 8 | 4% | -10% | -1% | -11% | 2% | -7% | 10% | 33%
C/C(=N\NC(=O)c1ccc(Cl)cc1)c1cccnc1 | -5 | -12% | -20% | -2% | 3% | -6% | -17% | 27% | 61%
CCC(Oc1ccccc1)C(=O)Nc1nnc(S(=O)(=O)N2CCCC2)s1 (stereo not given) | -8 | -2%&-8% | -6% | -1%&-3% | ? | -10%&-6% | -4%&0% | 5%&4% | 24%&11%
CCN(CC)S(=O)(=O)c1ccc(OC)c(NC(=O)C2CC(=O)N(c3ccc4c(c3)OCCO4)C2)c1 (stereo not given) | 0 | -10% | -6% | -2% | -2% | 7% | -12% | 20% | 48%
CC1CN(c2ccc(NC(=S)NNCCC#N)cc2)CC(C)O1 (stereo not given) | -17 | 0% | 0% | -3% | 5% | -6% | -4% | 18% | 11%
CCOc1ccccc1CNS(=O)(=O)c1ccc(-c2cnc(C3CC3)o2)cc1 | 18 | ? | 36% | -9%&-9% | -8%&99% | 0%&-11% | -14% | -25%&0% | -19%&19%
CC(=O)c1ccc(NC(=S)NN2C(C)CCCC2C)cc1 (stereo not given) | -5 | 1% | -3% | -1% | -10% | 1% | -17% | 75% | 19%
COc1cc(OC)c2c(C)cc(=O)oc2c1C(CCN1CCOCC1)c1ccc2c(c1)OCO2 (stereo not given) | . | -15% | -1% | -5% | -18% | -2% | 6% | 23% | -30%
O=C(/C=C\Nc1ccc(Br)cc1)c1cccnc1 | -7 | -19% | 1% | -4% | 4% | i | -15% | -7% | 32%
COc1ccc(N(CC(=O)N2CCN(C)CC2)S(C)(=O)=O)cc1OC | -5 | 5% | 4% | -3% | -3% | -3% | -13% | 12% | 1%
O=C(NCc1ccco1)c1ccc(Cn2c(=S)[nH]c3ccccc3c2=O)cc1 | ? | ? | 3% | -24% | -10% | 0% | -30% | 95%[activator] | 20µM*
COC(=O)c1cc(NS(=O)(=O)c2ccc(Cl)c(N3C(=O)c4ccc(C(=O)O)cc4C3=O)c2)cc(C(=O)OC)c1 | -3 | -19% | 4% | -21% | -7% | 2% | -22% | 24% | 5%
CCOc1ccc(NC(=O)Nc2cc(C(C)C)ccc2C)cc1 | . | . | 61%[activator] | -2% | -10% | . | . | . | 12%
CCSc1ncc(Cl)c(C(=O)Nc2ccc(S(=O)(=O)N3CCC(C)CC3)cc2)n1 | . | -18% | . | -5% | ? | -2% | 0% | 5% | 6%
COc1cc(OC)c2cc(C(=O)N[C@H](C(=O)N3CCC[C@H]3C(=O)O)C(C)C)n(C)c2c1 | . | -13% | 3% | -2% | -14% | -3% | -19% | 64%[activator] | 40%
Cc1cc(=O)oc2cc(OCC(=O)NC(Cc3c[nH]c4ccc(O)cc34)C(=O)O)c(Cl)cc12 (stereo not given) | . | 25µM* | -17% | -2% | -5% | -3% | ? | 71µM* | ?
Cc1ccc(S(=O)(=O)N2CCN(C(=O)CSc3ncc(C(F)(F)F)cc3Cl)CC2)cc1 | 4 | -22% | -1% | -2% | ? | 7% | -5% | -2% | -11%
CC(=O)c1nn(-c2ccccc2)cc1C(=O)c1cccc(Br)c1 | 2 | 1% | 11% | 3% | -1% | . | -2% | -19% | 40%
Cc1ccc(C)c(NC(=O)CSc2nc3nccnc3c(=O)n2CCc2c[nH]c3ccccc23)c1 | 4 | -11% | . | 3% | -6% | -3% | -12% | 1% | -10%
CC(=O)NS(=O)(=O)c1ccc(NC(=O)C(C)NS(=O)(=O)/C=C/c2ccccc2)cc1 (stereo not given) | 7 | 1% | 24% | . | . | 7% | -10% | 8% | .
O=C1CCCN1CCC(=O)N1CCCC(Nc2ccc(F)cc2)C1 (stereo not given) | -15 | -9% | -2% | -4% | -3% | -8% | -4% | 13% | 12%

Screening results as filed in PubChem.

Some of the compounds tested (hit frequency here may not be typical).
